# Bioassay records (PubChem BioAssay)
# AmpC inh detg = AmpC beta-lactamase inhibition with detergent present | AmpC hydrolysis of nitrocefin, absorbance 480 nm, 0.01% Triton | Potency, µM (doses to about 114 µM), without a hit: at the highest dose activity change, negative = inhibition, most hits filed as inhibitors | actives 0.041% (n = 370,000);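 note: potency is the fitted concentration of half-maximal effect; 0% = no-compound wells and -100% = no-enzyme wells; nearly all actives have a fitted effect of over 25% in size; some results filed as inactive show a strong effect at the top dose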
# Target sequence (P00811 whole entry, looked up): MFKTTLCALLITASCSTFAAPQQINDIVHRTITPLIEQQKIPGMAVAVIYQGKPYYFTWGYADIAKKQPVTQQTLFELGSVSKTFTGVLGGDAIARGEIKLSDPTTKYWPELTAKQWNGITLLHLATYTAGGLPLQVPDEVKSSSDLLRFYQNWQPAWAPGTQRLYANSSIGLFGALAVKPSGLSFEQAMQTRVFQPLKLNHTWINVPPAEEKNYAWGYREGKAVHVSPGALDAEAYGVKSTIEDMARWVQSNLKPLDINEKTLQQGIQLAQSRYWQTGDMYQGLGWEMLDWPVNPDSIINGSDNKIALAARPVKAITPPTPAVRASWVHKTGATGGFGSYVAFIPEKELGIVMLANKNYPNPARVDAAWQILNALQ
#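 AmpC (5.3 nM in the dispensed reagent) in 20 mM phosphate pH 7.0 with 0.01% (detergent screen) or 0.0001% Triton X-100 was preincubated with compounds for 15 min at room temperature. Nitrocefin was then added from an 800 uM solution, and hydrolysis was followed at 480 nm.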
# LmPK inhibitor = blocks Leishmania mexicana pyruvate kinase activity; Potency, µM (doses to about 57.5 µM), for the others: at the top dose activity change, negative = inhibition, hits mostly inhibitors; purified LmPK, Kinase-Glo ATP luminescence, 1 h; Q27686; AID 1721; actives 0.37% (n = 290,000); note: potency is the fitted concentration of half-maximal effect
# Target sequence (Q27686 whole entry, looked up): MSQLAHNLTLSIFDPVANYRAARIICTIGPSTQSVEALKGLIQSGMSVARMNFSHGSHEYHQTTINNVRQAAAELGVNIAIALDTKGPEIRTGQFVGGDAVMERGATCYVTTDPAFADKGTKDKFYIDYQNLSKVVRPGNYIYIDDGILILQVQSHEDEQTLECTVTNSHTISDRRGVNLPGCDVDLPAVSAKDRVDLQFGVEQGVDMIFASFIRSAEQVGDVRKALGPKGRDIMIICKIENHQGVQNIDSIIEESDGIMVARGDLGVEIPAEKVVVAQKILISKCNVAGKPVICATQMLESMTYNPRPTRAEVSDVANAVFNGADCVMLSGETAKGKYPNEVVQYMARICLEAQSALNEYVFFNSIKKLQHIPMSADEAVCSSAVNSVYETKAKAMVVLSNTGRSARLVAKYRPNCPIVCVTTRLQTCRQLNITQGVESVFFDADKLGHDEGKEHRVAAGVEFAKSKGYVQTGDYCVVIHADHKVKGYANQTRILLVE
#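 Pyruvate kinase activity monitored as ATP production (luciferase luminescence). Conditions: 0.1 nM enzyme, 0.5 mM PEP, 0.1 mM ADP, 1 h, RT; normalized against uninhibited and no-enzyme wells.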
# AmpC inh no detg = inhibitors of E. coli AmpC beta-lactamase without detergent; P00811; AmpC nitrocefin hydrolysis, absorbance 480 nm, 0.0001% Triton; Potency, µM (top dose mostly 57.1 µM), inactives show at the top dose activity change, negative = inhibition, most hits filed as inhibitors; actives 0.52% (n = 330,000);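 note: potency is the fitted concentration of half-maximal effect; plate controls were no compound for no effect and no enzyme for full effect; nearly all actives have a fitted effect of over 20% in size; some results filed as inactive show a strong effect at the top dose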
#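 AmpC (5.3 nM in the dispensed reagent) in 20 mM phosphate pH 7.0 with 0.01% (detergent screen) or 0.0001% Triton X-100 was preincubated with compounds for 15 min at room temperature. Nitrocefin was then added from an 800 uM solution, and hydrolysis was followed at 480 nm.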
# HCMV antiviral = inhibitors of human cytomegalovirus; AID 1259415; HFF cells, HCMV-luciferase reporter, 72 h; hits give low values; actives 4.5% (n = 410,000); activity change, negative = inhibition, % at 57.5 µM; in the data active = activity change below about -60%; inconclusive = no clear call, values can overlap the other calls; inactive = above about -39%
#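 Luciferase read-out from HCMV-luciferase-infected HFFs (MOI 1 PFU/cell) 72 h post infection at 37C; compounds added after 16 h cell attachment; activity normalized between buffer-only basal and Salinomycin (10uM) inhibitor controls.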
# TbPYK inhibitor = blocks Trypanosoma brucei pyruvate kinase; Potency, µM (highest dose often 76.8 µM), for the others: at the top dose activity, negative = inhibition, hits mostly inhibitors; actives 0.12% (n = 410,000); Q57TT1; TbPYK enzyme, Kinase-Glo Plus ATP luminescence, 45 min; note: potency is the fitted concentration of half-maximal effect; nearly all actives have a fitted effect of over 50% in size
#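 Glycolytic pyruvate kinase of T. brucei was incubated with substrate, test compound and 130 uM ADP for 45 minutes at room temperature. Luminescent Kinase-Glo Plus signal was measured after 10 minutes.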
# Sm TGR inh = inhibitors of Schistosoma mansoni thioredoxin glutathione reductase; purified TGR, DTNB reduction, TNB absorbance 405 nm; Potency, µM (titrated, usually from 114 µM), inactives show at the highest dose activity change, negative = inhibition, hits mostly inhibitors; actives 3% (n = 360,000); note: potency is the fitted concentration of half-maximal effect; nearly all actives have a fitted effect of over 60% in size
#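 Kinetic colorimetric format: TGR-catalysed, NADPH-driven DTNB reduction monitored via TNB absorbance. Enzyme dispensed at 20 nM; compound exposure 15 min at room temperature before reaction start.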
# AMA1 RON2 block = inhibitors of Plasmodium falciparum AMA1-RON2 interaction; Potency, µM (highest dose often 58.2 µM), inactives show at the top dose activity change, negative = inhibition, usual class: inhibitors; actives 0.2% (n = 360,000); AID 720542; AlphaScreen AMA1-biotinylated RON2 peptide binding;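 note: potency is the fitted concentration of half-maximal effect; 0% = vehicle wells and -100% = peptide control; nearly all actives have a fitted effect of over 45% in size; some results filed as inactive show a strong effect at the top dose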
#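 AMA1 (3D7) with his tag at 25 nM final met compounds first, then biotinylated RON2 peptide at 25 nM; detection used donor plus acceptor beads, 10 µg/mL apiece, read by AlphaScreen after 30 min at room temperature.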
# Starred values were filed as active, the others as inactive; ? = inconclusive; nt = not tested or not shown; & = joins results of further samples; [ ] = another dose, or the depositor's remark. Unless noted, calls come from the whole dose curve; as a rule, active = well fitted curve in the direction sought with a large enough effect; inconclusive = small, poorly fitted or top-dose-only effect, or another doubt; inactive = no such curve, though single readings can be large; an effect the other way counts as inactive or inconclusive. Unless noted, % is set by controls: 0 for no effect and ±100 for the full control effect.
SMILES,AmpC inh detg,LmPK inhibitor,AmpC inh no detg,HCMV antiviral,TbPYK inhibitor,Sm TGR inh,AMA1 RON2 block
COc1ccccc1C(=O)Nc1ccnn1C1CCN(Cc2cnc(N(C)C)s2)CC1,-6%,-4%,1%,31,-3%,2%,-5%
CC(=O)NC12CC3CC(C1)CC(C(=O)N1CCN(S(=O)(=O)c4ccc([N+](=O)[O-])cc4)CC1)(C3)C2,nt,nt,nt,-3,-2%,nt,83%[activator]
CCN(CC)P(c1n(C)cc[n+]1C)N(CC)CC,1%,-1%,-17%,49,-23%,-4%,2%
CCc1ccc(OCC(O)Cn2c(N3CCCCC3)nc3c2c(=O)[nH]c(=O)n3C)cc1 (stereo not given),-18%,2%,197%[activator],21,-1%,-19%,-3%
N#Cc1ccc(COc2cccnc2[N+](=O)[O-])cc1,6%,-2%,-16%,-35,-4%,-4%,-2%
CCn1ccnc1CN1CCc2c([nH]c3ccccc23)C1C(C)(C)C (stereo not given),1%,-1%,30%,1,-3%,-6%,-6%
CCN(CC)S(=O)(=O)c1ccc(NC(=O)COc2nc3ccccc3nc2N2CCOCC2)cc1,-10%,1%,30%,-38,-5%,1%,-11%
CCCS(=O)(=O)N1CCCC(C(=O)NCCCOC(C)C)C1 (stereo not given),0%,0%,-3%,-14,4%,7%,-2%
C=CCn1c(O)c(C(C)=NCc2ccco2)c(=O)[nH]c1=O,2%,2%,-10%,125,-12%,-18%,-1%
O=C(Cn1c(=O)n(-c2ccc(Cl)cc2)c(=O)c2c3c(sc21)CCC3)c1ccccc1,25%,nt,nt,17,-2%,-15%,nt
CCOC(=O)C1CCCN(Cc2nc(N)nc(Nc3ccc(OC)cc3)n2)C1 (stereo not given),3%,-6%,-10%,-34,-5%,-22%,26%
Cc1ccc(NC(=O)CCCNC(=O)c2ccc(Cl)cc2)cc1S(=O)(=O)N1CCCCC1,-11%,nt,-9%,-15,-1%,0%,5%
CC(NC(=O)COc1ccc(Br)cc1)C1CCCO1 (stereo not given),?,-2%,-4%,-2,-22%,2%,12%
Cc1ccc(-n2cccn2)c([C@@H]2C[C@H]3CN(C)C(=O)[C@]34CCCN24)c1,7%,8%,24%,32,-7%,-22%,12%
COc1ccc(/C=C/C(=O)Oc2ccc(/C=N\NC(=O)c3ccc(F)cc3)cc2)cc1,?,7%,-11%,-24,1%,-12%,8%
Cc1occc1C(=O)NNC(=S)NC(=O)COc1ccc(Cl)cc1Cl,3%,-4%,-43%,4,-24%,?,59%[activator]
CCC(C)(C)NCC(=O)Nc1ccc(OC(F)(F)F)cc1,-10%,-14%,5%,22,6%,3%,-2%
CC(C)c1nc(SCC(=O)NC2CCCCC2)c2ccccc2n1,?,2%,-27%,-12,-23%,-10%,3%
CC(=O)Nc1ccc(C2C(=O)c3ccccc3C2=O)cc1,-1%,-27%,74%[activator],140,-3%,-1%,1%
COc1ccc(NC(=O)CN2CCN(C(=O)C3CCCO3)CC2)c(OC)c1 (stereo not given),-2%,1%,-7%,2,-9%,4%,1%
CCNC(=O)CSc1nc2cc(OC)c(OC)cc2c(=O)n1CCC1=CCCCC1,?,2%,0%,nt,nt,1%,nt
COc1ccc(NC(=O)COC(=O)Cn2cnc3ccccc3c2=O)c(OC)c1,?,nt,-13%,-7,-11%,1%,0%
CCC(=O)N1CCc2cc(S(=O)(=O)N3CCCCCC3)ccc21,-14%,-10%,3%,-30,-1%,0%,10%
COc1cc(/C=C2\SC(=S)N(NS(=O)(=O)c3ccccc3)C2=O)ccc1O,11%,-1%,-11%,0,-21%,0%,-7%
O=C(Nc1ccc(Br)cc1)C1CCCN1S(=O)(=O)c1cccs1 (stereo not given),?,6%,-30%,?,6%,-26%,0%

# Single records (already shown).
# CC(=O)Nc1ccc(C2C(=O)c3ccccc3C2=O)cc1 in the list: AmpC inh detg: -1%; LmPK inhibitor: -27%; AmpC inh no detg: 74%[activator]; HCMV antiviral: 140; TbPYK inhibitor: -3%; Sm TGR inh: -1%; AMA1 RON2 block: 1%
# CCN(CC)S(=O)(=O)c1ccc(NC(=O)COc2nc3ccccc3nc2N2CCOCC2)cc1 in the list: AmpC inh detg: -10%; LmPK inhibitor: 1%; AmpC inh no detg: 30%; HCMV antiviral: -38; TbPYK inhibitor: -5%; Sm TGR inh: 1%; AMA1 RON2 block: -11%

# The results go on.
SMILES,AmpC inh detg,LmPK inhibitor,AmpC inh no detg,HCMV antiviral,TbPYK inhibitor,Sm TGR inh,AMA1 RON2 block
COC(=O)c1ccccc1NC(=O)CSc1nnc(C(C)NC(=O)c2ccc(Cl)cc2Cl)n1C (stereo not given),?,-3%,134%[activator],-25,-22%,-22%,-1%
Cc1cccc(-c2nnn(C/C(N)=N/O)n2)c1,0%,3%,-22%,-32,1%,6%,-4%
CC[C@]12c3[nH]c4ccc(Cl)cc4c3CCN1C(=O)[C@@H](CC(=O)NCc1cccc(C(F)(F)F)c1)C[C@@H]2C(=O)N1CCN(C(=O)C2CC2)CC1,nt,nt,289%[activator],-20,1%,nt,-7%
COc1ccc(-c2cc(-c3ccc(C)cc3)nc(SCc3nnc(-c4ccccc4)o3)c2C#N)cc1OC,-11%,-1%,-34%,?,0%,0%,11%
O=C(NN1C(=O)C2C3C=CC(C3)C2C1=O)c1ccncc1 (stereo not given),-8%,1%,-3%,27,-1%,-3%,4%[2.32 µM]
Cc1c(C(=O)NCc2ccco2)sc(=O)n1Cc1ccc(S(C)(=O)=O)cc1,nt,nt,nt,?,-4%,nt,-4%
COC(=O)c1ccccc1N(C)S(=O)(=O)c1cc2c3c(c1)CCC(=O)N3CCC2,-9%,nt,9%,-18,-1%,0%,19%
CCCn1nnnc1NCc1cc(Br)ccc1OC,5%,1%,-9%,13,-1%,6%,3%
N#C/C(=C/c1ccc(Cl)cc1)NC(=O)c1ccccc1,-13%,-6%,-2%,-18,1%,0%,8%
C[C@H](NC(=O)[C@@H]1CSC2c3ccccc3C(=O)N21)C(=O)NC1CCCCC1 (stereo not given in full),-1%,0%,9%,10,-8%,-2%,4%
CC1(C)C=Cc2c(ccc3c2OC[C@H](c2ccc(O)cc2O)C3)O1,3%,nt,-19%,?,4%,7%,-20%
CCC(Sc1nc2ncccc2o1)C(=O)Nc1cccc(C)c1 (stereo not given),5%,nt,nt,8,-5%,1%,nt
O=C(COc1ccccc1F)Nc1nnc(SCc2cc(=O)c3ccccc3[nH]2)s1,13%,nt,nt,-9,?,-2%,nt
COC(=O)c1ccc(/C=N/N2CCN(Cc3ccccc3Cl)CC2)cc1,6%,2%,-4%,44,-4%,1%,-18%
O=C(Nc1cc([N+](=O)[O-])ccc1F)C1CCN(S(=O)(=O)c2cccs2)CC1,nt,nt,-24%,2,-3%,nt,-5%
CCCNC(=O)C1(C)CCCN(Cc2cc3ccccc3o2)C1 (stereo not given),nt,nt,nt,10,4%,nt,-8%
CC(C)(C)NC(=O)CN(Cc1ccc2c(c1)OCO2)C(=O)CNS(=O)(=O)c1ccccc1,-10%,-4%,-11%,-24,2%,-9%,0%
CCOc1ccc2nc(Cl)c(C3CC(c4ccccc4)=NN3C(=O)CCC(=O)O)cc2c1 (stereo not given),20%,nt,nt,14,-4%,-1%,nt
ClCCOCCCl,-3%,nt,-28%,-7,8%,-7%,21%
CN(C)C(CNC(=O)c1cc2ccccc2o1)c1ccccc1 (stereo not given),nt,nt,nt,-30,6%,nt,5%
COC(=O)c1ccc([C@@H](O)[C@H](C)C(=O)CC(=O)OC(C)(C)C)cc1,?,-3%,302%[activator],-36,-1%,3%,11%
CCOC(=O)c1c(C)[nH]c(C)c1S(=O)(=O)N1CCCC(C(=O)Nc2ccc(F)cc2F)C1 (stereo not given),-1%,nt,nt,-2,5%,16%,nt
O=C(Nc1ncc(Cc2ccccc2Cl)s1)c1ccc2c(c1)CC(c1ccccc1)OC2=O (stereo not given),8%,nt,nt,3,2%,10%,nt
CCc1ccc(OCC(=O)Nc2ccc(N3CCN(S(C)(=O)=O)CC3)cc2)cc1,3%,13%,6%,?,-2%,9%,-17%
COc1ccccc1NC(=O)c1ccc(CN2CCOCC2)cc1,?,0%,1%,-16,1%,-7%,2%
# The list goes on:
SMILES,AmpC inh detg,LmPK inhibitor,AmpC inh no detg,HCMV antiviral,TbPYK inhibitor,Sm TGR inh,AMA1 RON2 block
O=C1NC(=S)N/C1=C/c1ccc(Oc2ccc(C(F)(F)F)cc2[N+](=O)[O-])c(Cl)c1,-15%,0%,4%,8,-2%,0%,12%
C=Cc1ccc(Cn2c(SCC(=O)N3CCN(c4ccc(F)cc4)CC3)nc3ccccc32)cc1,15%,nt,nt,-3,-12%,3%,nt
Cn1c(NC(=O)c2ccco2)c(-c2ccc(Cl)cc2)c(=O)c2ccccc21,4%,-3%,-16%,20,3%,-10%,0%
Cc1nnc(SCC(=O)Nc2cccc(N)c2)n1-c1ccccc1,-15%,6%,-4%,6,2%,-21%,2%
COc1ccccc1C1CC(c2ccccc2)=NN1S(=O)(=O)c1ccccc1 (stereo not given),3%,6%,-25%,-37,-2%,4%,-11%
COc1ccc(CCC(=O)NCc2ccc3c(c2)CCN3C(=O)c2ccc(Cl)cc2)cc1,-1%,nt,nt,12,-11%,-4%,nt
O=C(CCN1C(=O)COc2ccccc21)N1CCN(c2ccccc2)CC1,3%,10%,-9%,3,-1%,2%,1%
CC(C)C1C(=O)N(Cc2cn(Cc3ccco3)nn2)CCS(=O)(=O)N1Cc1ccc(-c2ccncc2)cc1 (stereo not given),nt,nt,nt,-6,2%,nt,-13%
COc1cccc(CNC(=O)c2cc(S(=O)(=O)N3CCCCC3)c[nH]2)c1,8%&-8%,-2%,-19%,53&7,-4%&-8%,11%&1%,-6%
S=C(NCc1ccco1)Nc1ccccc1,8%,10%,-12%,-39,3%,?,-12%
COCCN(C(=O)c1csnn1)C(C(=O)NC1CCCC1)c1ccccc1 (stereo not given),3%,-2%,1%,-7,-7%,-10%,1%
CS(=O)(=O)c1ccc(Cl)c(NC(=O)CSc2nnc(-c3cccs3)n2N)c1,1%,nt,-21%,70,-8%,-2%,25%
COc1cccc(CNC(=O)CSc2nnc3c(n2)[nH]c2ccc(C)cc23)c1,4%,-3%,-10%,10,32%[activator],5%,-13%
C/C(Nc1ccccc1C(F)(F)F)=C1/CCOC1=O,-2%,1%,-5%,-34,0%,-2%,-6%
O=C1CCCC(=O)N1c1ccc(F)cc1,2%,0%,-12%,-13,2%,8%,2%
